Assay outcomes deposited in PubChem BioAssay by several laboratories.
TLR9-MyD88 inh: TLR9-MyD88 interaction inhibition; Q9NR96+Q99836; CHO BLA complementation TLR9-MyD88, CCF4 FRET ratio; AID 504734; inhibition, % at 4.98 µM; 0.21% of 340,000 active;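 active = inhibition above the mean over all tested compounds plus 3 SD, cut at about 21% in these data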;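 also: 0% = DMSO only wells and 100% = clavulanate BLA inhibitor control wells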
MC4R antag cAMP: antagonists of human melanocortin 4 receptor (MC4R); P32245; MC4R-expressing cells, MTII-stimulated cAMP, LANCE TR-FRET; 0.48% of 360,000 active; inhibition, % at 6.5 µM;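 active = inhibition above its plate's cutoff, the mean of tested wells on that plate plus 3 SD, cut at about 29% in these data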;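 also: 0% = Melanotan II alone and 100% = Melanotan II plus saturating MCL0020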
Target sequence (P32245 whole entry, looked up): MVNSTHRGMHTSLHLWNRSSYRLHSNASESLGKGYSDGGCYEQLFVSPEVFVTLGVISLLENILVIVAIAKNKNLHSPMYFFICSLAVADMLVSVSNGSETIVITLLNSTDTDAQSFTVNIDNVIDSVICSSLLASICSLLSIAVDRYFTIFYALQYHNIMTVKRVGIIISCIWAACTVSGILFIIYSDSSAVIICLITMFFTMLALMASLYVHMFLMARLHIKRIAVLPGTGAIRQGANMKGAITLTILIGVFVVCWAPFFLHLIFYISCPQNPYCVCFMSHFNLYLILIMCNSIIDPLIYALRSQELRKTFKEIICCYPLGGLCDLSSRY
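system = U2OS cells with stable human MC4R expression | also added = Melanotan II challenge after compound preincubation | dosing = one concentration, 6.5 µM nominal | incubation = compound 30 min, challenge 1 h, detection 1 h | measured by = TR-FRET with Eu-cAMP and labeled anti-cAMP, 671 nm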
ABHD5-PLIN5 inh: inhibitors of human ABHD5-perilipin-5 interaction; Q00G26+Q8WTS1; Split G. princeps luciferase complementation, luminescence, 4 h; inhibition, % at 4 µM; 0.78% of 360,000 active; AID 602281;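 active = inhibition above the mean inhibition across every tested compound plus 3 SD, cut at about 22% in these data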;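 also: 0% = DMSO only wells and the 100% control is not disclosed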
aDG glyco up: alpha-DG glycosylation activation. Pro5-aDG cells, alpha-DG glycosylation AlphaScreen (IIH6); 0% Pro5, 100% B10-LARGE cell signal. activation, % at 10 µM. 0.22% of 360,000 active;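 active = activation of at least 8% versus controls, or a plate z-score of at least 8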;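 also: Pro5 are CHO cells carrying HIG-tagged alpha-DG that lacks glycosylation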
NOD2 RIPK2 PPI: inhibitors of human NOD2-RIPK2 interaction; CHO BLA complementation NOD2-RIPK2, CCF4 ratio; inhibition, % at 4.98 µM; 0.38% of 360,000 active; AID 624267; in the data active = inhibition above about 21%;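 also: 0% = vehicle only and 100% = reference blocker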
Target sequence (O43353 whole entry, looked up): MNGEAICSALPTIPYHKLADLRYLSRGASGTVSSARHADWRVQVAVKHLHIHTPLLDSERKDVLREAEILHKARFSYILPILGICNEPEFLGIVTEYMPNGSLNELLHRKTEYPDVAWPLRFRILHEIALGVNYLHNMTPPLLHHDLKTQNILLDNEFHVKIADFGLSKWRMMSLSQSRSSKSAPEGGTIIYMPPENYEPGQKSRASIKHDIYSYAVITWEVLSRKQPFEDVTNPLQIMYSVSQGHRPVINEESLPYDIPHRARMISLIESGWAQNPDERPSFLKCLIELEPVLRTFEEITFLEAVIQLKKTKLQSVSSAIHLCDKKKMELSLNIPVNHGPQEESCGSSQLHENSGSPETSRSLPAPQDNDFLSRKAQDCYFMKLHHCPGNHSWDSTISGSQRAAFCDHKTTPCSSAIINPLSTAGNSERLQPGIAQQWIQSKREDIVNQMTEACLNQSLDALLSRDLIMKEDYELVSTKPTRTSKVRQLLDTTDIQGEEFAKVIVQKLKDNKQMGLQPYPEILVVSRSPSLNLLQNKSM
N-glyco inh: blocks N-linked glycosylation in D54 reporter cells; D54 ERlucT glycosylation luciferase reporter, 24 h; percent of 100 nM tunicamycin response; AID 588692; reporter increase, % at 12.5 µM; 0.23% of 360,000 active;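 active = mean luciferase reporter signal, scaled so untreated is 0 and the glycosylation-blocking control 100, at or above a set limit in every replicate; inconclusive = mean reaches the limit but not every replicate does; inactive = mean below the limit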;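 also: luciferase carries N-glycosylation sites so blocking glycosylation raises the light; 0% = median of neutral control wells and 100% = median of 100 nM tunicamycin wells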
Granule exo inh: blocks lytic granule exocytosis. TALL-104 LAMP-1 surface exposure, flow cytometry; cells stimulated with thapsigargin and PMA. 0.66% of 360,000 active. inhibition, % at 10 µM. AID 651702;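 active = inhibition above about 55%, limit read from the data; inconclusive = no clear call, values can overlap the other calls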
Vif imaging: blocks HIV Vif function; HEK293T cells, Vif self-association by quenched fluorescence, imaging, 24 h; inhibition, % at 7.49 µM; 0.35% of 340,000 active; in the data active = inhibition above about 50%, passing the limit was not always enough; inconclusive = no clear call, values can overlap the other calls; inactive = below about 31%; also: some results filed as inactive read as strong as hits
ABCB6 inh MLPCN: human ABCB6 transporter inhibition; AID 602162; fluorescence ratio to DMSO, % at 10 µM; K562-ABCB6 porphyrin accumulation, flow cytometry, 1 h; active compounds read low; 0.19% of 360,000 active;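 active = fluorescence ratio to DMSO below 75%, the collection mean minus 3 SD; inconclusive = too few cells collected in the well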;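 also: signal is porphyrin accumulated inside mitochondria; 100% equals median channel fluorescence of DMSO control wells; lower ratio means ABCB6 inhibition with less porphyrin fluorescence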
MC4R ag barr: activates human MC4R beta-arrestin recruitment; U2OS MC4R beta-arrestin complementation, luminescence; percent of melanotan II response, DMSO zero; AID 540308; 0.98% of 360,000 active; activation, % at 8.9 µM;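 active = activation above a per-plate cutoff, the mean activation of sample wells on that plate plus 3 SD, cut at about 8% in these data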
An asterisk follows results filed as active; ? = inconclusive; / = not tested or not shown; & = joins results of further samples.

Preview (2 entries):
SMILES	TLR9-MyD88 inh	MC4R antag cAMP	ABHD5-PLIN5 inh	aDG glyco up	NOD2 RIPK2 PPI	N-glyco inh	Granule exo inh	Vif imaging	ABCB6 inh MLPCN	MC4R ag barr
O=C(Oc1ccc(/C=N/NC(=O)c2ccccn2)cc1)c1cccc(Br)c1	-4	-3	2	-0.1	-4	-4	-1	-8	100	-2.6
COc1ccccc1C(=O)NC(C)c1nc2ccccc2[nH]1 (stereo unspecified)	-9	4	1	0.0	5	1	-5	-6	86	1.0

The listing, from the first entry:
SMILES	TLR9-MyD88 inh	MC4R antag cAMP	ABHD5-PLIN5 inh	aDG glyco up	NOD2 RIPK2 PPI	N-glyco inh	Granule exo inh	Vif imaging	ABCB6 inh MLPCN	MC4R ag barr
O=C(Oc1ccc(/C=N/NC(=O)c2ccccn2)cc1)c1cccc(Br)c1	-4	-3	2	-0.1	-4	-4	-1	-8	100	-2.6
COc1ccccc1C(=O)NC(C)c1nc2ccccc2[nH]1 (stereo unspecified)	-9	4	1	0.0	5	1	-5	-6	86	1.0
CS(=O)(=O)c1ccc(Cl)c(NC(=O)c2ccc3ccccc3c2)c1	-1	3	-3	-0.1	-1	0	-10	-13	99	0.5
CCN1C(=O)/C(=C\N(C)C)S/C1=N\S(=O)(=O)c1ccc(C)cc1	1	-7	6	0.0	-15	3	-1	9	92	-1.8
CCn1c(CNc2cccc(Cl)c2)nnc1SCc1ccccc1	5	26	-12	0.4	4	-3	6	-8	94	6.1
Cn1c(=O)c2[nH]c(-c3ccc(S(=O)(=O)O)cc3)nc2n(C)c1=O	3	4	-5	0.2	1	4	-2	-3	101	0.3
Cn1c(=O)[nH]c(=O)c2c1nc(N1CCN(Cc3ccccc3)CC1)n2CCSc1ncccn1	2	9	2	-0.1	2	0	-1	-6	97	-0.7
O=C(O)CC(NC(=O)C12CC3CC(CC(C3)C1)C2)c1ccc(Cl)cc1 (stereo unspecified)	-5	3	3	-0.1	-4	1	0	-8	101	-0.3
COc1cc(C(=O)Nc2ccc(NC(=O)c3ccccc3)nc2)cc(OC)c1OC	0	18	1	0.0	-10	0	11	10	100	-1.7
Cc1ccc(C(C(=O)NC2CCCC2)N(C(=O)CNC(=O)c2cccs2)c2cccnc2)o1 (stereo unspecified)	-4	4	5	-0.1	-1	3	0	-5	97	-0.1
OCC[C@@H]1C[C@@H](O)[C@H](O)[C@]2(Cc3ccccc3CO2)O1	8	3	-2	0.3	-1	3	1	12	96	0.4
c1cc(-c2ccsc2)n2ccnc2c1	/	13	0	0.0	-4	2	-2	14	107	0.0
CN(C)C(=O)COC(=O)c1ccccc1Sc1ccccc1C#N	10	-11	-5	0.0	-11	1	-1	-5	102	-2.0
c1ccc(-n2nnnc2SCc2cccc(CSc3nnnn3-c3ccccc3)n2)cc1	-1	3	8	0.0	-1	-3	45	-7	90	-0.2
COc1cccc(-c2cnc3c(NC=O)cc(-c4ccc(O)c(OC)c4)cn23)c1	/	-5	6	-0.3	-6	5	7	/	94	30*
COc1ccc(N=C2SC(CC(=O)Nc3cccc(Cl)c3)C(=O)N2Cc2ccco2)cc1 (stereo unspecified)	-9	15	-3	0.2	2	-1	2	-4	94	-0.3
CCOc1cc(/C=C2\CN(C)C/C(=C\c3ccc(O)c(OCC)c3)C2=O)ccc1O	-1	3	78*	-0.1	7	-18	48	21	108	-3.2
CCOc1ccc(/C=C/C(O)=C2/C(=O)NC3(C)CC2c2ccccc2O3)cc1OC (stereo unspecified)	4	-12	12	-0.3	-9	9	-2	-4	95	0.2
CN(CC(=O)Nc1ccc(OC(F)(F)F)cc1)C(=O)Cc1c(Cl)cccc1Cl	-3	0	-18	0.0	1	-2	-6	-17	96	-0.9
Cc1ccc(S(=O)(=O)NC2=C(N3CCN(c4ccccc4F)CC3)C(=O)c3ccccc3C2=O)cc1	5&5	3&2	-4&-43	-0.5&-0.2	1&-5	-1&-1	24&46	-4&-20	94&111	-3.0&-2.9
COc1ccc(NC(=O)CN2C(=O)NC(CC(C)C)C2=O)cc1S(=O)(=O)N1CCOCC1 (stereo unspecified)	-4	-4	-3	-0.2	1	1	1	0	96	-2.3
O=C(CSc1cc(Cl)ccc1Cl)NC1CC1	1	3	-19	0.0	3	-1	-3	0	98	-1.1
CCC(Sc1nc2n[nH]c(C)c2c(=N)n1-c1cccc(Cl)c1C)C(=O)N(CC)CC (stereo unspecified)	1	-3	0	0.5	9	0	-3	19	99	4.6
Cc1ccc(-c2nc3ccccn3c2NCc2ccc3c(c2)OCO3)cc1	1	4	1	0.6	-6	-1	15	-4	96	0.1
CC(C)/C=C1\CCc2c([nH]c3ccccc23)C1=O	-5	2	-1	0.1	-8	2	1	-1	97	-1.8
Continuation.
SMILES	TLR9-MyD88 inh	MC4R antag cAMP	ABHD5-PLIN5 inh	aDG glyco up	NOD2 RIPK2 PPI	N-glyco inh	Granule exo inh	Vif imaging	ABCB6 inh MLPCN	MC4R ag barr
COC(=O)c1cccc(-n2[nH]nnc2=S)c1	-2	15	3	-0.2	-12	0	3	-7	101	-1.8
CN1CC(=O)N2C(c3ccc(Cl)cc3)c3[nH]c4ccccc4c3C[C@H]2C1=O (stereo partly specified)	-4	3	5	0.0	-13	?	5	-8	99	0.1
COc1ccc(OC)c(NC(=O)CN2C(=O)C(=O)N(Cc3ccccc3)C2=O)c1	11	3	0	0.1	-13	1	5	9	99	-0.1
NS(=O)(=O)c1ccc(CCNCC(=O)N2CCC(Cc3ccccc3)CC2)cc1	-10	0	-1	0.2	8	-2	-2	0	97	-2.2
O=C(C1CN(C(=O)c2cc3cc(Cl)ccc3o2)c2ccccc2O1)N1CCCCC1 (stereo unspecified)	-4	7	-2	0.6	14	2	2	-12	99	1.4
O=C(CCN1C(=O)/C(=C\c2cccs2)SC1=S)Nc1nccs1	2	-3	-5	-0.2	5	-1	0	27	107	1.8
CN(C)/C=N/c1c(C#N)cnn1-c1ccc(C(F)(F)F)cn1	5	2	1	0.0	-4	1	0	0	97	0.3
NS(=O)(=O)c1ccc2nc(NC(=O)c3ccc4ncsc4c3)sc2c1	-1	12	-9	-0.5	-2	3	-4	-7	100	-2.2
Nc1ccc(S(=O)(=O)NC(=O)c2ccccc2)cc1	-1	-1	-8	-0.1	-3	0	1	-2	96	0.0
CCOc1ccc(Nc2nc(Cc3nnc(SCC(=O)NCC4CCCO4)n3C)cs2)cc1 (stereo unspecified)	-3	4	-16	-0.1	-5	1	-3	-4	97	1.9
O=C(O)c1ccccc1C(=O)N1CCc2c([nH]c3ccccc23)C1C(F)(F)F (stereo unspecified)	/	-5	10	0.0	1	0	3	-1	96	-0.8
CCOc1ccc(N(C(C)C(=O)NCc2ccco2)S(C)(=O)=O)cc1 (stereo unspecified)	10	1	7	0.0	-4	1	10	1	103	1.8
Cc1ccsc1C(=O)OCC(=O)c1ccc(OC(F)F)cc1	-4	6	-7	-0.2	4	0	-10	?	98	-1.1
CC(=O)Nc1ccc(S(=O)(=O)Nc2ccc3ccccc3n2)cc1	-4	6	-5	-0.1	3	2	1	-5	98	-3.2
COCC(C)NS(=O)(=O)c1ccc(OC)cc1 (stereo unspecified)	-5	14	-3	-0.1	-6	2	5	-1	99	-1.4
CCCn1c(SCC(=O)N2CCN(S(=O)(=O)c3ccc(Cl)cc3)CC2)n[nH]c1=O	-4	2	1	0.2	-10	1	2	/	92	-3.0
O=C1Cc2cc(S(=O)(=O)Nc3ccc(N4CCOCC4)cc3)ccc2N1	5	6	-7	-0.3	-17	2	-2	27	96	0.0
COC(=O)c1[nH]c2cc(OC)ccc2c1NC(=O)c1ccc2c(c1)OCO2	-5	-7	-1	-0.2	6	3	2	0	95	-1.4
COc1ccccc1CNc1nc(NCCNC(C)=O)c2sccc2n1	/	0	3	0.0	-6	6	-2	-1	95	-0.8
CCN(C(=O)CSc1nncn1-c1ccccc1)c1c(N)n(Cc2ccccc2)c(=O)[nH]c1=O	6	7	-1	-0.1	-7	1	4	-1	97	-2.2
CN1CCN(NC(=O)/C=C/c2cccc(Cl)c2)CC1	3	3	0	0.0	-2	2	1	0	100	-2.0
Cc1ccc2c(c1)c(-c1ccccc1)nc1nncn12	12	-4	7	0.0	1	1	-10	18	104	-0.7
CCCCOC(=O)c1ccc(NC(=O)c2nn(C)cc2Br)cc1	7	-4	-5	-0.1	-1	0	-1	-5	86	-1.4
CC(C)CCN1C(Nc2ccccc2)=NC[C@@H]1Cc1ccccc1	5	4	2	0.3	-15	1	-4	-3	99	-0.3
O=C(CSc1cccc[n+]1[O-])c1cc(Cl)ccc1Cl	4	9	-4	-0.1	4	2	-2	-2	93	-1.8
(continued)
SMILES	TLR9-MyD88 inh	MC4R antag cAMP	ABHD5-PLIN5 inh	aDG glyco up	NOD2 RIPK2 PPI	N-glyco inh	Granule exo inh	Vif imaging	ABCB6 inh MLPCN	MC4R ag barr
Cc1cc(/C=N/NC(=O)c2nn(C)cc2Cl)c(C)n1-c1cccc(Br)c1	3	0	-1	-0.5	-14	0	0	1	97	-1.5
COc1cccc(CNC(=O)c2ccc(C)c(S(=O)(=O)N3CCOCC3)c2)c1	-4	15	9	0.3	0	-2	-14	4	98	-2.4
Cc1cc2c3c(c1)C1(C(=O)N3C(C)(C)CC2C)C(C#N)=C(N)Oc2n[nH]c(C)c21 (stereo unspecified)	-1	1	2	0.2	-11	-1	0	21	103	-2.0
O=C(c1ccco1)N1CCN(C(=O)C2CC(c3ccccc3F)=NO2)CC1 (stereo unspecified)	5	2	-6	0.2	-3	-1	?	9	98	-2.3
Cc1cc(NC(=O)c2cc3n(n2)C(C(F)(F)F)CC(c2ccco2)N3)no1 (stereo unspecified)	1	-6	-4	-0.2	1	1	1	10	108	-0.8
O=C(Nc1ccc(S(=O)(=O)Nc2nccs2)cc1)c1ccncc1	/	/	-9	-0.1	-22	1	5	11	98	/
Nc1[nH]c(C(=O)c2ccccc2)c(-c2ccccc2Br)c1C(=O)NCc1ccc(-c2ccccc2)cc1	/	/	-10	-0.4	-6	/	11	/	124	/
NNC(=O)c1n[nH]c2c1CC(C1CCCCC1)CC2 (stereo unspecified)	-1	5	-2	-0.2	-5	-2	7	-3	95	-1.7
CC(C)(C)C(=O)Nc1sc2c(c1C#N)CCCCC2	-8	3	0	-0.1	-3	-1	3	2	99	4.3
O=C(N/N=C/c1ccc(Cl)cc1Cl)c1ccc2nc[nH]c2c1	5	13	-8	0.6	0	-2	-3	-8	105	-0.7
CCCCC1C(=O)NN(c2ccccc2)C1=O (stereo unspecified)	-1	-3	7	0.3	-11	0	28	-6	90	-0.8
COc1cc(OC)cc(-c2n[nH]c(=S)n2-c2ccc3c(c2)OCCO3)c1	3	-3	5	-0.2	-13	3	-6	6	92	1.9
CCC(O)CC(C(=O)NNc1ccccc1)C(=O)NNc1ccccc1 (stereo unspecified)	-6	8	1	1.6	4	3	-4	1	109	-1.6
Cc1nc2nc(-c3ccccc3)[nH]n2c(=O)c1Cc1ccccc1	0	3	-1	-0.3	-5	0	1	/	192	-2.1
FC(F)Oc1ccc(-n2cc(-c3ccc(Cl)cc3)[n+]3c2CCCCC3)cc1	-4	29*	-1	-0.1	-6	3	6	7	99	-1.1

A portion of the library; rates above refer to the full screens.
